Source: PubChem BioAssay (National Center for Advancing Translational Sciences (NCATS))
rTrxR1 inhibitor = qHTS Assay for Inhibitors of Mammalian Selenoprotein Thioredoxin Reductase 1 (TrxR1): qHTS | Thioredoxin reductase 1, cytoplasmic (Rattus norvegicus), O89049 | recombinant rTrxR1, NADPH fluorescence consumption, selenite substrate | Potency, µM (titrated, usually from 114 µM), without a hit: top-dose activity change, negative = inhibition, actives largely listed as inhibitors | 390,000 compounds, 1% hits | AID 588453, 2011; further: on the % scale 0 is the no-effect control and ±100 the full control effect; nearly all actives have a fitted effect of over 65% in size
Target sequence (O89049 whole entry, looked up): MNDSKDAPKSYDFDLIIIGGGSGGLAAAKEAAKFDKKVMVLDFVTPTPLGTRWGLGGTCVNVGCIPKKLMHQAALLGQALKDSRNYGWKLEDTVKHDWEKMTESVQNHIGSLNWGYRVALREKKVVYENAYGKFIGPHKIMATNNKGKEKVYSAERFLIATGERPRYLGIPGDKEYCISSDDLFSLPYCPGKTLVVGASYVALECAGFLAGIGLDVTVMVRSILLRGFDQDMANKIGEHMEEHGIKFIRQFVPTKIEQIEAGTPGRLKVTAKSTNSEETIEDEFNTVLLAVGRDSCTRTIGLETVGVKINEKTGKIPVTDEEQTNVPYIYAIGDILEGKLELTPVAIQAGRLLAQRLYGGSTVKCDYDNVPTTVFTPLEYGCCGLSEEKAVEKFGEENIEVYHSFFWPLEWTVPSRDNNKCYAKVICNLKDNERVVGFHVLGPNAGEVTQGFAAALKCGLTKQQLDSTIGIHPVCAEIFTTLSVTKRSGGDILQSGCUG
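Rat TrxR1 (90 nM in the dispensed reagent) was pre-reduced with 400 uM NADPH for 5 min at room temperature, then incubated with compound for 15 min. After 400 uM selenite was added, NADPH fluorescence (Ex 340/Em 450 nm) was followed for 8 min.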
Pin1 inh = qHTS Assay to Find Inhibitors of Pin1. AID 504891, 2011. Pin1 FP peptide displacement, HiFluor488, 10 min. Potency, µM (doses to about 115 µM), without a hit: top-dose activity, negative = inhibition, actives largely listed as inhibitors. Peptidyl-prolyl cis-trans isomerase NIMA-interacting 1 (Homo sapiens), Q13526. 390,000 compounds, 0.009% hits; active means well fitted inhibition curve with a large enough effect in the polarisation, with a control signal flat, not every such curve was filed as active; inconclusive means small, poorly fitted or top-dose-only effect, or effect the other way, or a change in a side signal; inactive means no such curve, though single readings can be large or run the other way; the % refers to the polarisation; further: on the % scale 0 is the no-effect control and ±100 the full control effect
ERG Ets-DNA blk = qHTS for Small Molecule Inhibitors of the ERG Ets/DNA interaction. fluorescence polarization, His-ERG Ets domain / labelled DNA. AID 624246, 2012. 370,000 compounds, 0.028% hits. Potency, µM (top dose mostly 76.9 µM), without a hit: at the top dose FP activity, negative = inhibition, usual class: inhibitors; active means well fitted inhibition curve with a large enough effect in the polarisation, with a control signal flat; inconclusive means small, poorly fitted or top-dose-only effect, or effect the other way, or a change in a side signal; inactive means no such curve, though single readings can be large or run the other way; the % refers to the polarisation;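 further: polarization taken with two DNA probes labelled with fluorescein and Texas red; % of control where 0% means no effect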
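His-tagged ERG Ets domain (1 uM in the protein solution; 300mM KCl, 50mM Tris-HCl, 1mM EDTA, 1mM DTT, pH 7.5) received compound, then a probe mix of 5 nM fluorescein-DNA and 100nM Texas-615-DNA. Fluorescence polarization was read for both dyes.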
JMJD2A Tudor = qHTS Assay for Inhibitors of JMJD2A-Tudor Domain; Lysine-specific demethylase 4A (Homo sapiens), O75164; AlphaScreen JMJD2A-Tudor / H3K4me3 peptide binding; Potency, µM (top dose mostly 114 µM), for the others: at the top dose activity change, negative = inhibition, hits mostly inhibitors; 390,000 compounds, 4.4% hits; further: on the % scale 0 is the no-effect control and ±100 the full control effect; nearly all actives have a fitted effect of over 50% in size
PGK inhibitor = qHTS Assay to Find Inhibitors of Phosphoglycerate Kinase. PGK/GAPDH coupled, Kinase-Glo luminescence, 60 min. Phosphoglycerate kinase, glycosomal (Trypanosoma brucei brucei), P07378. AID 602233, 2012. 380,000 compounds, 0.043% hits. Potency, µM (titrated, usually from 57.5 µM), for the others: at the highest dose activity change, negative = inhibition, usual class: inhibitors; further: on the % scale 0 is the no-effect control and ±100 the full control effect; nearly all actives have a fitted effect of over 60% in size
Target sequence (P07378 whole entry, looked up): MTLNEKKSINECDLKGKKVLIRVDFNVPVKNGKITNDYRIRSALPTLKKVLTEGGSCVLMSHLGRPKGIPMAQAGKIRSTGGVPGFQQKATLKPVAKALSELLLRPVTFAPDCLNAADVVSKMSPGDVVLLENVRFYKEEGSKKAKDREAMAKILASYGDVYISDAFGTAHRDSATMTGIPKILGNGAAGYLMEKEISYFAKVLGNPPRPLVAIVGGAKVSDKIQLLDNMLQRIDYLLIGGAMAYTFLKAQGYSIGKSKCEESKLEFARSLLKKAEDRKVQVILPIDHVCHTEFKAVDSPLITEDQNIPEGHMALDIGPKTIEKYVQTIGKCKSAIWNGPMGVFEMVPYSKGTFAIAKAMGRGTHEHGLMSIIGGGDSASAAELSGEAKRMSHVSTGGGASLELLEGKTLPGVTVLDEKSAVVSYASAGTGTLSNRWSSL
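Recombinant glycosomal PGK reaction used 1,3-bisphosphoglycerate generated in-well by GAPDH (100nM final) in 100mM TEA pH 7.6, 5mM MgCl2, 0.01% Tween-20. After 60 minutes at room temperature, ATP was read by Kinase-Glo Plus luminescence end-point.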
GLS inhibitor = qHTS for Inhibitors of Glutaminase (GLS); Potency, µM (doses to about 45.5 µM), for the others: top-dose activity change, negative = inhibition, hits mostly inhibitors; 410,000 compounds, 0.21% hits; GLS enzymatic activity, qHTS titration; Glutaminase kidney isoform, mitochondrial (Homo sapiens), O94925; AID 624170, 2012; further: on the % scale 0 is the no-effect control and ±100 the full control effect
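Human kidney-isoform GLS in 45 mM KH2PO4 pH 8.2, 0.02% Tween-20, with compound, started with 1mM L-Glutamine (added stock). Glutamate oxidase/HRP/Amplex red coupled fluorescence read at start and after 30 min at RT.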
HP1b binding inh = HTS for Inhibitors of HP1-beta Chromodomain Interactions with Methylated Histone Tails; AID 540317, 2011; 390,000 compounds, 0.56% hits; AlphaScreen HP1-beta / biotin-H3K9me3 peptide binding; Chromobox protein homolog 1 (Homo sapiens), P83916; Potency, µM (series often up to 114 µM), for inactives: top-dose activity change, negative = inhibition, actives largely listed as inhibitors; further: nearly all actives have a fitted effect of over 70% in size; inactives centre near 23
Target sequence (P83916 whole entry, looked up): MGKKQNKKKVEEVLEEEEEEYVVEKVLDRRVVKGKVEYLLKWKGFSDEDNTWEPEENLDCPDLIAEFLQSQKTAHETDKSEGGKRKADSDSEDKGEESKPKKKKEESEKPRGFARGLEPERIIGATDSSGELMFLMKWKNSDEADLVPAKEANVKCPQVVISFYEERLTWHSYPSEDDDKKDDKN
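AlphaScreen: HP1-beta (50 nM) preformed 30 min with biotin-H3(1-18)K9me3 peptide (50 nM) in PBS pH 7.4, 0.01% Tween-20. Compound added for 30 min at RT, then streptavidin donor/nickel chelate acceptor beads (10 ug/mL) for 30 min.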
ALOX12 inh = Primary qHTS assay for inhibitors of human arachidonate 12S-lipoxygenase (ALOX12): Round 2; 580,000 compounds, 1.1% hits; purified 12hLO, xylenol orange hydroperoxide absorbance; Polyunsaturated fatty acid lipoxygenase ALOX12 (Homo sapiens), P18054; Potency, µM (top dose mostly 108 µM), for inactives: at the top dose activity change, negative = inhibition, hits mostly inhibitors; further: on the % scale 0 is the no-effect control and ±100 the full control effect
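Hydroperoxide product was detected by ferrous iron/xylenol orange as the 573 to 405 nm absorbance ratio. Arachidonic acid at 40 uM (final) was turned over for 30 min at room temperature by 150 nM human 12hLO, pH 7.0 Hepes buffer, after 15 min compound preincubation.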
RGS4 inhibitor = Inhibitors of Regulator of G Protein Signaling (RGS) 4: qHTS. Regulator of G-protein signaling 4 (Homo sapiens), P49798. Potency, µM (top dose mostly 114 µM), inactives show top-dose activity change, negative = inhibition, hits mostly inhibitors. Transcreener GDP fluorescence polarization, RGS4-accelerated GTP hydrolysis. 390,000 compounds, 0.039% hits; further: on the % scale 0 is the no-effect control and ±100 the full control effect; nearly all actives have a fitted effect of over 75% in size; some results filed as inactive show a strong effect at the top dose
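MLSMR compounds (23 nl, pin-transferred) preincubated 10 min at room temperature with a 500nM (2x) first reagent, then RGS4 at 900nM (2x) plus Transcreener GDP mix added; fluorescence polarization (620/688 nm) read before and after 90 min at 30 °C.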
The depositor's hits bear a star; i = inactive; ? = inconclusive; . = no result given; [ ] = remark or other dose. Unless noted, the call rests on the fitted dose curve; in most records, active means well fitted curve in the direction sought with a large enough effect; inconclusive means small, poorly fitted or top-dose-only effect, or another doubt; inactive means no such curve, though single readings can be large; an effect the other way counts as inactive or inconclusive. Potency means the concentration at half of the fitted maximal effect.

Start of the listing, in advance:
rTrxR1 inhibitor | Pin1 inh | ERG Ets-DNA blk | JMJD2A Tudor | PGK inhibitor | GLS inhibitor | HP1b binding inh | ALOX12 inh | RGS4 inhibitor | SMILES
10%[57.1 µM] | -3% | -4% | ? | -2% | -19% | -11% | ? | ? | CCOC(=O)N1CCc2c(sc(NCc3cccc(F)c3)c2C(=O)Nc2ccccc2OCC)C1
10% | -13% | -5% | -10% | -6% | -3% | 22% | -4% | 14% | Cn1cc(S(=O)(=O)N2CCCC2)cc1C(=O)Nc1cccc(C(F)(F)F)c1

The listing, from the start:
rTrxR1 inhibitor | Pin1 inh | ERG Ets-DNA blk | JMJD2A Tudor | PGK inhibitor | GLS inhibitor | HP1b binding inh | ALOX12 inh | RGS4 inhibitor | SMILES
10%[57.1 µM] | -3% | -4% | ? | -2% | -19% | -11% | ? | ? | CCOC(=O)N1CCc2c(sc(NCc3cccc(F)c3)c2C(=O)Nc2ccccc2OCC)C1
10% | -13% | -5% | -10% | -6% | -3% | 22% | -4% | 14% | Cn1cc(S(=O)(=O)N2CCCC2)cc1C(=O)Nc1cccc(C(F)(F)F)c1
-11% | -2% | 18% | -14% | -5% | 1% | 6% | -18% | -19% | CC(Oc1cccc(Cl)c1)C(=O)Nc1ccc(S(=O)(=O)N(C)C2CCN(C)CC2)cc1 (stereo unspecified)
7% | -1% | 1% | -10% | 13% | -7% | 10% | 8% | -11% | CCCCCc1nnc(NC(=O)C2CCCO2)s1 (stereo unspecified)
6% | -3% | -15% | -22% | -2% | 7% | 19% | -5% | 4% | COc1ccc(-c2ccc(=O)n(Cc3cc(=O)n4ccccc4n3)n2)cc1
6% | 1% | 0% | -9% | -1% | 6% | 1% | . | 13% | CC(=O)Nc1ccc(NS(=O)(=O)c2cc(Cl)sc2Cl)cc1
6%[57.1 µM] | -5% | 3% | -1% | -4% | 2% | 25% | ? | 8% | Cc1ccccc1CS(=O)(=O)Cc1ccc(C(=O)NCCc2ccc(Cl)cc2)o1
8%[57.1 µM] | 6% | -1% | -17% | -4% | -1% | 13% | -1% | -12% | O=C1CCN(C(=S)NCCc2ccccc2)CC1
9% | 9% | -9% | -3% | i | 1% | 22% | ? | -11% | Cc1ccc(C)c(NC(=O)Cn2c(=O)n(Cc3cccs3)c(=O)c3cccnc32)c1
22% | 23% | 2% | -2% | 12% | 0% | 43%[activator] | 1% | 26% | Clc1ccc(Nc2nc3ccccc3n3nnnc23)cc1
12%[57.1 µM] | 4% | 14% | -15% | -1% | 3% | 47%[activator] | 386%[activator] | 0% | C=C(C)Cn1c(N2CCN(CC)CC2)nc2c1c(=O)[nH]c(=O)n2C
-8% | 0% | 16% | -13% | -8% | 0% | 14% | -5% | 15% | COc1cccc(CN2CCN(C(=O)c3cccs3)CC2)c1OC

Carrying on:
rTrxR1 inhibitor | Pin1 inh | ERG Ets-DNA blk | JMJD2A Tudor | PGK inhibitor | GLS inhibitor | HP1b binding inh | ALOX12 inh | RGS4 inhibitor | SMILES
? | 7% | 19% | 1% | -5% | 1% | 46%[activator] | ? | -24% | COC(=O)c1ccsc1NC(=O)CCS(=O)(=O)c1ccc(Cl)cc1
-6% | -2% | -8% | -23% | -3% | -2% | -14% | ? | 6% | COC(=O)c1ccc(/C=C/c2nc3ccccc3c(=O)[nH]2)cc1
25% | -5% | 15% | -13% | i | 0% | 29% | -16% | -13% | Cc1csc(=Nc2ccccc2)n1C
7% | 1% | -2% | 1% | -3% | 0% | 17% | -34% | 13% | COc1cccc(CCC(=O)N2CCC(n3nccc3NC(=O)C3CCOC3)CC2)c1 (stereo unspecified)
16% | 17% | 3% | -23% | -10% | -3% | 18% | 13% | 4% | CC(=O)c1sc(NC(=O)c2ccc(C(C)(C)C)cc2)nc1C
? | 4% | 9% | ? | -5% | 20% | -34% | 1% | ? | COc1ccc(-n2c(C)cc(/C=N/Nc3nnc(C)n3N)c2C)cc1
-1% | 4% | 1% | -11% | 5% | 4% | 13% | 8% | 8% | Cc1cccc(NC(=O)CN2CCN(C(=O)c3cnn(Cc4ccccc4)c3)CC2)c1C
5% | 7% | -3% | ? | -5% | -10% | -21% | -15% | 4% | COc1cc(NC(=O)c2nc3ccccc3nc2N2CCCCC2)cc(OC)c1OC
-6% | -7% | -9% | -1% | -2% | 9% | 28% | 0% | -16% | O=C1OC(N2CCN(c3ccccn3)CC2)c2ccccc21 (stereo unspecified)
4% | 4% | -3% | -32% | i | 4% | 32% | -12% | 9% | CCc1ccc(C2c3c(-c4ccccc4O)n[nH]c3C(=O)N2Cc2cccnc2)cc1 (stereo unspecified)
1% | -6% | -4% | 1% | -6% | 13% | 57%[activator] | -3% | -11% | Cn1nc(C(=O)N2CCC(C(N)=O)CC2)c2c1-c1ccccc1SC2
-7%[57.1 µM] | -13% | 16% | -19% | -7% | 14% | -3% | -23% | 12% | CCCCCCCCn1c2c(c(=N)c3c1CCC3)CCCC2

Complete entries, quoted from the list:
Cc1csc(=Nc2ccccc2)n1C as listed: rTrxR1 inhibitor = 25%; Pin1 inh = -5%; ERG Ets-DNA blk = 15%; JMJD2A Tudor = -13%; PGK inhibitor = i; GLS inhibitor = 0%; HP1b binding inh = 29%; ALOX12 inh = -16%; RGS4 inhibitor = -13%
O=C1OC(N2CCN(c3ccccn3)CC2)c2ccccc21 (stereo unspecified) as listed: rTrxR1 inhibitor = -6%; Pin1 inh = -7%; ERG Ets-DNA blk = -9%; JMJD2A Tudor = -1%; PGK inhibitor = -2%; GLS inhibitor = 9%; HP1b binding inh = 28%; ALOX12 inh = 0%; RGS4 inhibitor = -16%
COc1cccc(CCC(=O)N2CCC(n3nccc3NC(=O)C3CCOC3)CC2)c1 (stereo unspecified) as listed: rTrxR1 inhibitor = 7%; Pin1 inh = 1%; ERG Ets-DNA blk = -2%; JMJD2A Tudor = 1%; PGK inhibitor = -3%; GLS inhibitor = 0%; HP1b binding inh = 17%; ALOX12 inh = -34%; RGS4 inhibitor = 13%

The list continues:
rTrxR1 inhibitor | Pin1 inh | ERG Ets-DNA blk | JMJD2A Tudor | PGK inhibitor | GLS inhibitor | HP1b binding inh | ALOX12 inh | RGS4 inhibitor | SMILES
18% | -2% | 3% | -19% | -9% | -4% | 30% | -28% | -1% | Cc1n[nH]c(C)c1S(=O)(=O)N1CCCC(C(=O)O)C1 (stereo unspecified)
8%[57.1 µM] | -1% | 3% | -8% | -15% | 21% | 17% | 2% | -40% | Cc1ccccc1OS(=O)(=O)c1cn(C)c(=O)n(C)c1=O
3% | 1% | 7% | -13% | i | 17% | 32% | 18% | -15% | O=C(CN1CCN(c2ccccc2)CC1)Nc1cccc(C(F)(F)F)c1
5% | -7% | -2% | -16% | -5% | 13% | 59%[activator] | -2% | -21%[56.9 µM] | Cc1cc(C)cc(C(N)=Nc2cccc(C#N)c2)c1
-13% | 15% | 4% | -3% | -3% | 1% | 30% | 262%[activator] | -3% | Cc1ccc(-c2nnn(CC(=O)N(CC(=O)NC3CCCCC3)c3ccc(F)c(Cl)c3)n2)o1
11% | -6% | -5% | -28% | -7% | 21% | 28% | -11% | -2% | Cc1ccc(C)c(Cn2c3ccccc3c3cnn(CC(=O)NCCCN4CCOCC4)c(=O)c32)c1
31% | -5% | -1% | -5% | i | 3% | 17% | 3% | -6% | CCCCOC(=O)c1ccc(NC(=O)c2csnn2)cc1
2%[57.1 µM] | 0% | -7% | -6% | -5% | 0% | 23% | -13% | -9% | CN(C)N(C)C(=O)C(O)(c1ccccc1)c1ccccc1
1% | -2% | 2% | -5% | -2% | -1% | 36% | -12% | 10% | CCCCOC(=O)c1cc(=O)[nH]c2ccc(C)cc12
23% | 26% | 6% | -34% | 6% | 0% | 11% | -21% | -7% | O=C(C1=C[C@@H](c2ccc(Br)cc2)C[C@@H](OCCCCO)O1)N1CCN(Cc2ccc3c(c2)OCO3)CC1
5% | -3% | -3% | -15% | -4% | 28% | 22% | 0% | -20% | CCC1CCCN1Cn1cnc2c([nH]c3ccc(OC)cc32)c1=O (stereo unspecified)
1%[57.1 µM] | 2% | 0% | -16% | 12% | 12% | 18% | -5% | -13% | Cc1cccc(CC2S/C(=N/N=C/c3ccco3)NC2=O)c1 (stereo unspecified)
-14% | -11% | 2% | -17% | i | 0% | 16% | 0% | 3% | CCCCn1c(CCCNC(=O)c2ccco2)nc2ccccc21
9%[57.1 µM] | 1% | 13% | 3% | 0% | -14% | 42% | -11% | -16% | CN(Cc1ccccc1)C(=S)NC(=O)c1ccc(-c2ccccc2)cc1
31% | -4% | 13% | -7% | -3% | -1% | 46%[activator] | -10% | -10% | Cc1ccc(S(=O)(=O)N2CC(C(=O)O)=CC[C@H]2c2ccc(Cl)cc2)cc1

An excerpt; count on the stated rates, not on these rows.
